# Integrin act MD – activators of alpha7 integrin expression for muscular dystrophy | 350,000 compounds, 0.064% hits | AID 624291 | alpha7betagal myoblasts, beta-gal FDG fluorescence, 48 h | Potency, µM (highest dose often 38.3 µM), for the others: at the top dose activation, usual class: activators;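 also: potency is read from the fitted curve at half-maximal effect; 100% = response of the positive control SU9516; nearly all actives have a fitted effect of over 60% in size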
#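 alpha7betagal+/- myoblasts (passage 13, 250/well) treated 48 h at 37C with compounds at 1:260 dilution of DMSO stock. Lysed, then beta-galactosidase activity read as FDG fluorescence (ex 480/em 540) after 30 min, with pre-read for autofluorescence.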
# Tb PFK inh – blocks T. brucei phosphofructokinase. 330,000 compounds, 0.17% hits. O15648. AID 485367. Potency, µM (titrated, usually from 57.5 µM), without a hit: at the top dose activity, negative = inhibition, actives largely listed as inhibitors. T. brucei PFK, ADP-Glo luminescence;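 also: potency is read from the fitted curve at half-maximal effect; 0% = uninhibited 1x PFK enzyme wells and -100% = no-enzyme wells; nearly all actives have a fitted effect of over 60% in size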
# Target sequence (O15648 whole entry, looked up): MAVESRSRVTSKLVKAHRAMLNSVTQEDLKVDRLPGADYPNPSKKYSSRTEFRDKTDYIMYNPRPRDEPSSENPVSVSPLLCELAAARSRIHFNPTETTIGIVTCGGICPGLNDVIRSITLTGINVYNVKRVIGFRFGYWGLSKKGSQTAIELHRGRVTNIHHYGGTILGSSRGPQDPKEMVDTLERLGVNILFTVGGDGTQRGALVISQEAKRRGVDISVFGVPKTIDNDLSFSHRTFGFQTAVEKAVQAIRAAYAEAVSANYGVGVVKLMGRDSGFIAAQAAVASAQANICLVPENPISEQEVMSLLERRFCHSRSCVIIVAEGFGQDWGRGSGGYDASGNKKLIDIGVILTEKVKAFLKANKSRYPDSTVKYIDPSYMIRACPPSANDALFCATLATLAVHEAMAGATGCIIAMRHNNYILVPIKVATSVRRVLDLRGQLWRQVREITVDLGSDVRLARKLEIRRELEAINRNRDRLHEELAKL
#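 1.25 nM PFK with 0.5 mM F6P and 0.1 mM ATP in 0.1 M TEA pH 8.0, 5 mM MgCl2, incubated 45 min at room temperature; ADP measured by ADP-Glo luminescence; compounds titrated up to 57 uM.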
# A-T KAP1 phos – potential ataxia-telangiectasia treatments restoring KAP-1 phosphorylation. 320,000 compounds, 0.19% hits. AID 485349. Potency, µM (doses to about 57.5 µM), for inactives: at the highest dose activation, most hits filed as activators. […] A-T fibroblasts, KAP-1 phosphorylation AlphaLISA; neocarzinostatin DNA damage 30 min before lysis; also: potency is read from the fitted curve at half-maximal effect; % of control where 0% means no effect; nearly all actives have a fitted effect of over 45% in size
#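 hTERT-immortalized A-T patient fibroblasts ([…]), 500 cells/well in OPTI-MEM, 1% FBS, got compounds for 60 min, then NCS for 30 min at 37C. Lysates were then assayed for phospho-KAP-1 by AlphaLISA (anti-pKAP1 donor, anti-KAP1 acceptor beads), 6 hr at 25C.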
# TCR act – activators of T cell receptors; primary human leukocytes, anti-CD3, IL-2 HTRF, 48 h; Potency, µM (highest dose often 9.22 µM), for the others: at the top dose activation of IL-2 secretion, most hits filed as activators; 330,000 tested, under 10 active; also: % of control where 0% means no effect
#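 48 hr co-incubation of compounds, a-CD3 beads and primary human leukocytes; IL-2 quantified homogeneously by HTRF with anti-IL-2 K and d2 conjugates.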
# Eya2 inh – blocks the phosphatase activity of human Eya2; O00167; recombinant Eya2, OMFP fluorescence dephosphorylation (OMFP is methylfluorescein phosphate); Potency, µM (series often up to 76.9 µM), without a hit: at the top dose activity, negative = inhibition, actives largely listed as inhibitors; 330,000 compounds, 0.006% hits; also: potency is read from the fitted curve at half-maximal effect; % is scaled to controls: 0 for no effect and ±100 for the full control effect
#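 Eya2 (0.2 uM) preincubated 10 min at ambient with compound, then OMFP substrate added at 50 uM; 10 min reaction in 50 mM HEPES pH 7.5, 50 mM NaCl, 5 uM MgCl2, 0.05% BSA, 1 mM DTT. Fluorescence read at Ex 485/Em 525 nm.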
# Chronic BCR inh – blocks chronic active B-cell receptor signaling | 340,000 compounds, 0.05% hits | ABC-DLBCL IkBa-CBG/CBR reporter, luminescence ratio, 4 h | Potency, µM (series often up to 46.1 µM), for inactives: at the highest dose ratio change, negative = lower green/red ratio, most hits filed as inhibitors; active = well fitted inhibition curve with a large enough effect in the signal ratio, with a control signal flat, not every such curve was filed as active; inconclusive = small, poorly fitted or top-dose-only effect, or effect the other way, or a change in a side signal; the % refers to the signal ratio;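 also: potency is read from the fitted curve at half-maximal effect; plate controls were basal doxycycline-induced cells for no effect and cells given 10 µM MG132 for full effect; MG132 reads +100%, hits lower the ratio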
#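 Compounds up to 46 uM were incubated four hours with TMD8 cells whose green CBG68 luciferase is fused to IkappaBalpha; red CBR luminescence normalised the signal, and concentration-effect curves were fitted to fusion, red and ratio data.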
# ELG1 repair inh – ELG1-dependent DNA repair inhibition; HEK293T ELG1-luciferase reporter, luminescence, 16 h; DNA damage induced by 5-fluorouridine; Potency, µM (top dose mostly 46.1 µM), for the others: at the highest dose activity change, negative = inhibition, most hits filed as inhibitors; 330,000 compounds, 2.3% hits; also: potency is read from the fitted curve at half-maximal effect; % is scaled to controls: 0 for no effect and ±100 for the full control effect; nearly all actives have a fitted effect of over 55% in size
#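 Overnight (16 hr) co-exposure of 2,000 cells/well to 5-fluorouridine and compound at 37 °C preceded detection. Luciferase was quantified via ONE-Glo luminescence; loss of signal denotes inhibition.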
# PTAP TSG101 blk – blocks PTAP/TSG101 interaction to inhibit HIV-1 budding; Q99816; Fluorescence polarization, FITC-PTAP peptide / Tsg101 binding; Potency, µM (top dose mostly 115 µM), inactives show top-dose activity change, negative = inhibition, usual class: inhibitors; 340,000 tested, under 10 active; active = well fitted inhibition curve with a large enough effect in the main read-out, with a control signal flat, not every such curve was filed as active; inconclusive = small, poorly fitted or top-dose-only effect, or effect the other way, or a change in a side signal; inactive = no such curve, though single readings can be large or run the other way; also: potency is read from the fitted curve at half-maximal effect; % of control where 0% means no effect
# Target sequence (Q99816 whole entry, looked up): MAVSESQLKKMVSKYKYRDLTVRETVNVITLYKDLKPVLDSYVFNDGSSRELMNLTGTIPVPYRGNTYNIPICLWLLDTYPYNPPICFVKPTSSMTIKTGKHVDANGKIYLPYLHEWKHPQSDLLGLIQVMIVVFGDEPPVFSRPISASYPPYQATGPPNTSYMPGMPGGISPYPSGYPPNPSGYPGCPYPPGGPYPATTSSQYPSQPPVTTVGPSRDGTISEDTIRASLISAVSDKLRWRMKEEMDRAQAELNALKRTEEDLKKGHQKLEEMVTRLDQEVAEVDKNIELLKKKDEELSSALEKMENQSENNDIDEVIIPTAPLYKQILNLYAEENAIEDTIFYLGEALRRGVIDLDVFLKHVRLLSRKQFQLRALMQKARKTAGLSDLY
#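 Steps: Tsg101 binding domain dispensed (10 uM final), compounds pinned in DMSO, FITC-labeled PTAP-motif peptide added (50 nM final); after 20 min binding at room temperature, polarization measured.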
# S-ASM inh – blocks human secretory acid sphingomyelinase | P17405 | placental ASM, HMU-PC fluorogenic substrate, 60 min | Potency, µM (highest dose often 57.5 µM), without a hit: at the top dose activity change, negative = inhibition, usual class: inhibitors | 340,000 compounds, 0.006% hits | AID 504937; also: potency is read from the fitted curve at half-maximal effect
#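 Fluorescence read-out (Ex 386 nm, Em 447 nm) after stopping the reaction at pH 10. Enzyme: ASM from human placenta; substrate HMU-PC0, 9 uM final; 60 min, 37 °C. Compound preincubation 10 min, ambient temperature.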
# TSHR antagonist – blocks TSH signaling through the human TSH receptor | P16473 | TSHR-expressing cells, TSH-stimulated cAMP HTRF, 2 h; active compounds read low | activity change, negative = inhibition, % at 11.5 µM | 330,000 compounds, 0.2% hits;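 active = activity change below a set negative limit, meaning inhibition stronger than a set level, cut at about -70% in these data; inconclusive = activity change between two set negative limits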; also: % is scaled to controls: 0 for no effect and ±100 for the full control effect
#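 TSHR-expressing cells, 200/well, pre-treated with compound, then stimulated with EC80 TSH (4nM final) for 2 hours at 37 deg C. cAMP measured by competitive HTRF: anti-cAMP cryptate antibody in lysis buffer plus cAMP-d2, read after 30 minutes at room temperature.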
# Mito fusion act – mitochondrial division inhibition or fusion activation; S. cerevisiae fusion-defective mutant growth rescue, CellTiterGlo 48 h; Potency, µM (series often up to 46.1 µM), without a hit: at the top dose growth rescue (activation), usual class: activators; 320,000 compounds, 0.23% hits; AID 485298;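 also: potency is read from the fitted curve at half-maximal effect; % of control where 0% means no effect; nearly all actives have a fitted effect of over 45% in size; temperature-sensitive fusion mutants such as fzo1-1 at 37 °C on non-fermentable ethanol glycerol medium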
#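 Compounds are tested for their ability to restore growth of mitochondrial fusion-defective yeast strains at non-permissive 37C in YPEG medium over 48 hours. Viability is quantified by luciferase luminescence.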
# The depositor's hits bear a star; ? = inconclusive; . = not tested or not shown; [ ] = remark or other dose. Unless noted, calls follow the shape of the dose curve; as a rule, active = well fitted curve in the direction sought with a large enough effect; inconclusive = small, poorly fitted or top-dose-only effect, or another doubt; inactive = no such curve, though single readings can be large; an effect the other way counts as inactive or inconclusive.
mol	Integrin act MD	Tb PFK inh	A-T KAP1 phos	TCR act	Eya2 inh	Chronic BCR inh	ELG1 repair inh	PTAP TSG101 blk	S-ASM inh	TSHR antagonist	Mito fusion act
CCOc1ccc(S(=O)(=O)NCC(=O)OCc2nnc(-c3ccccc3)o2)cc1	-4.8%	-8.3%	-1.8%	0.3%	-1.5%	1.9%	16.0%	-2.9%	1.9%	-13.3	0.7%
Nc1ccc2c(c1)C(=O)N(c1cccc3ccccc13)C2=O	4.9%	?	23.8%	.	8.4%	-14.1%	-4.1%	-3.8%	6.3%	0.0	0.3%
COC(=O)[C@]1(CC(C)C)N[C@H](c2ccc(-c3ccc4c(c3)OCO4)cc2)[C@@H]2C(=O)N(C)C(=O)[C@@H]21	0.0%	-0.2%	3.6%	-2.3%	-20.7%	1.1%	5.2%	0.0%	-11.3%	-4.5	?
COc1ccc(CCNC(=O)c2c(-c3ccccc3Cl)noc2C)cc1	-23.9%	-0.6%	.	.	5.8%	?	?	-3.1%	-0.3%	-8.7	3.7%
O=C(NCc1ccncc1)c1cccc(S(=O)(=O)N2CCc3ccccc32)c1	15.2%	-1.1%	3.1%	-5.8%	-12.9%	-0.1%	?	-8.7%	-3.2%	-24.5	-0.5%
Cc1ccc(C(=O)COC(=O)CNC(=O)c2cccs2)cc1	-11.1%	.	.	0.7%	.	.	.	-6.5%	1.5%	.	-3.0%
O=c1c2cccnc2[nH]c(=S)n1Cc1ccccc1	-26.7%	0.5%	-2.4%	4.1%[46.1 µM]	-14.4%	-10.3%	25.9%	-1.5%	3.8%	-0.9	-2.2%
CCN(CC)C(=O)c1cnn(-c2ccccc2)c1NC(=O)c1cccc(F)c1	-11.8%	-0.9%	-0.2%	-9.2%	0.5%	?	22.2%	-2.1%	0.9%	-2.5	-2.3%
Cc1noc(C)c1C(=O)N1CC(C)OC(C)C1 (stereo not given)	-1.8%	2.1%	7.4%	3.1%	1.8%	1.2%	6.7%	-5.3%	-0.8%	-0.6	-3.1%
CCc1c(C#N)c(SCc2c(C)noc2C)nc2c1C(=O)CC(C)(C)C2	14.2%	-1.7%	2.8%	4.2%	-6.2%	4.2%	?	-0.5%	-8.5%	-2.5	.
O=C(Cc1cccs1)N1CCN=C1SCc1ccc(Br)cc1	-1.7%	-4.8%	7.1%	0.7%	-5.1%	-12.4%	?	1.1%	-4.9%	-1.9	7.4%
CC(C)NC(=S)N/N=C/c1cccs1	9.5%	-1.7%	1.2%	0.7%	18.0%	?	0.9%	-2.1%	-0.3%	2.1	-9.8%
O=C(CSc1ncccn1)NC(=O)NCc1ccccc1	15.1%	-2.9%	5.5%	.	-3.8%	1.9%	0.1%	-8.4%	2.8%	-6.1	-1.8%
CC(C)(C)OC(=O)NCCCC[C@H](NC(=O)c1nc[nH]c1C(=O)NC1CCN(C(=O)OC(C)(C)C)CC1)C(=O)OC(C)(C)C	-39.6%	-1.7%	32.3%	-19.5%	-21.7%	?	16.4µM*	-5.0%	4.2%	-12.9	-15.2%
O=C(/C=C/c1cccc([N+](=O)[O-])c1)Nc1cccc(NC(=O)c2cccs2)c1	10.5%	-0.3%	6.6%	-1.7%[46.1 µM]	-2.7%	?	18.4µM*	-4.7%	-18.0%	-32.9	?
CCN(CC)C1CCN(Cc2c(C(=O)N3CCCCCCC3)nc3ccc(Cl)cn23)C1 (stereo not given)	-1.9%	2.4%	10.1%	-1.6%	6.4%	7.6%	18.5%	-5.1%	11.1%	-5.7	2.2%
COc1cc(/C=C2\C(=N)N3N=CSC3=NC2=O)ccc1OS(=O)(=O)c1ccccc1	-28.0%	11.3%	-8.4%	-8.7%	6.7%	12.5%	13.5%	-2.9%	-0.2%	8.5	2.2%
COC(=O)c1cc(C(=O)NCCC(C)C)cc([N+](=O)[O-])c1	-9.5%	2.1%	2.3%	-1.9%	-15.1%	?	-15.7%	-5.3%	0.3%	5.1	-2.0%
O=S(=O)(c1ccccc1)N(CC(O)CN1CCOCC1)c1ccccc1 (stereo not given)	11.0%	-0.3%	-3.4%	4.3%	-9.5%	-4.3%	11.4%	1.2%	-1.1%	-1.3	-9.1%
O=C(NCc1n[nH]c(=S)n1-c1ccccc1Cl)c1ccc(S(=O)(=O)N2CCCCC2)cc1	17.5%	-1.5%	7.7%	8.4%	-13.9%	-1.5%	-0.2%	0.8%	-0.4%	28.7	-0.4%
NC(=O)[C@H]1CC2(CC(c3cccc(NC(=O)c4ccccc4)c3)=NO2)CN1C(=O)[C@H]1CCC(=O)N1 (stereo not given in full)	27.6%	1.7%	-1.4%	3.6%	-6.4%	-3.7%	0.0%	.	6.1%	-3.8	0.7%
O=C(CCCC(=O)NCc1ccccc1)NCc1ccccc1	-11.8%	0.9%	-1.7%	-3.6%[46.1 µM]	-0.5%	4.0%	-3.5%	-4.1%	3.7%	1.9	-5.8%
CC(C)C(C(=O)OCC(=O)c1cccc([N+](=O)[O-])c1)N1C(=O)[C@@H]2[C@H]3CC[C@H](C3)[C@@H]2C1=O (stereo not given in full)	-2.5%	0.9%	0.3%	1.2%[46.1 µM]	-1.6%	-0.2%	-2.1%	0.9%	-1.3%	-13.5	3.5%
CCOC(=O)C1CCN(C(=O)COC(=O)c2ccccc2OCC)CC1	-3.7%	4.0%	12.2%	4.5%	-11.3%	-10.2%	8.7%	-3.5%	2.7%	-8.2	.
COc1cc(-c2ccccc2)[nH]c(=S)n1	11.7%	-7.2%	0.4%	-5.4%	-10.6%	1.0%	?	-0.4%	0.3%	-12.3	12.5%
COc1ccc(NS(=O)(=O)NC(=O)c2c[nH]c3ccccc23)cc1	?	1.4%	-8.8%	-2.2%	9.0%	-1.6%	3.2%	0.7%	1.7%	-7.0	1.9%
CCN(CC)CCNc1nc(-c2ccco2)c2c(c1C#N)CC(C)(C)OC2	-21.8%	-7.3%	0.2%	-0.4%	0.1%	?	5.2%	-6.1%	.	2.3	-2.8%
Cn1cc(CN(CCCN2CCOCC2)C(=S)Nc2cccc(Cl)c2)c2ccccc21	-26.5%	2.1%	16.6%	3.1%[46.1 µM]	-5.6%	0.3%	-23.4%	0.0%	0.3%	-3.5	-8.1%
CC(=O)Nc1cccc(NC(=O)c2ccccc2OCc2c(C)noc2C)c1	24.4%	-3.5%	-2.0%	2.4%	-13.4%	2.2%	1.0%	-0.7%	-0.9%	-5.9	-11.2%
Cc1ccc(Cl)cc1NC(=S)N1CCCCCC1	?	-5.3%	1.1%	-10.0%	-11.0%	0.0%	?	-3.7%	0.2%	3.2	-7.1%
CCCCCCC(C)n1[nH]c(=O)c2c(C)cc(C)nc21 (stereo not given)	5.9%	12.4%	20.3%	6.3%	1.3%	2.2%	?	-5.7%	-2.5%	-2.7	15.8%
CC(Sc1nnnn1C)C(=O)NC1CCCc2ccccc21 (stereo not given)	8.4%	0.7%	5.4%	1.7%	9.1%	1.0%	1.9%	-3.9%	-0.2%	-5.6	-0.2%
O=C(O)c1ccccc1C(=O)Nc1c(-c2ccccc2)nc2ccccn12	18.6%	-10.8%	-4.4%	.	1.3%	10.8%	14.9%	0.8%	3.4%	8.6	1.3%
CCCCn1c(C)cc2c(c1=O)C1O[C@](c3ccc(OC)cc3)(Cc3cc(OC)c(OC)cc31)O2	.	1.1%[11.5 µM]	-5.0%[11.5 µM]	.	3.2%[15.4 µM]	25.4%[9.22 µM]	.	.	.	.	-1.5%[9.22 µM]
Cc1ccc(CNC(=O)CSc2nc3ccsc3c(=O)n2Cc2ccc(C(=O)O)cc2)cc1	-22.0%	-4.8%	1.0%	1.2%	10.0%	9.1%	6.3%	-4.8%	-1.3%	-3.4	-2.4%
Cc1cccc(-c2noc(CN(C(=O)c3ccc4c(c3)OCO4)C(C)C)n2)c1	-5.0%	-2.1%	3.5%	1.1%	-8.3%	?	?	2.1%	-2.0%	-0.8	14.8%
